# TRPML3 agonist – agonists of human TRPML3 channel. AID 1448. HEK293 TRPML3-YFP, Fluo-8 calcium fluorescence; 100% = the carbachol control signal. activation, % at 3 µM. hit rate 0.29% among 220,000;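 active = activation above its plate's cutoff, the mean activation of the plate's test wells plus 3 SD, cut at about 12% in these data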;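 also: 0% = DMSO only wells and 100% = carbachol wells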
# Target sequence (Q8TDD5 whole entry, looked up): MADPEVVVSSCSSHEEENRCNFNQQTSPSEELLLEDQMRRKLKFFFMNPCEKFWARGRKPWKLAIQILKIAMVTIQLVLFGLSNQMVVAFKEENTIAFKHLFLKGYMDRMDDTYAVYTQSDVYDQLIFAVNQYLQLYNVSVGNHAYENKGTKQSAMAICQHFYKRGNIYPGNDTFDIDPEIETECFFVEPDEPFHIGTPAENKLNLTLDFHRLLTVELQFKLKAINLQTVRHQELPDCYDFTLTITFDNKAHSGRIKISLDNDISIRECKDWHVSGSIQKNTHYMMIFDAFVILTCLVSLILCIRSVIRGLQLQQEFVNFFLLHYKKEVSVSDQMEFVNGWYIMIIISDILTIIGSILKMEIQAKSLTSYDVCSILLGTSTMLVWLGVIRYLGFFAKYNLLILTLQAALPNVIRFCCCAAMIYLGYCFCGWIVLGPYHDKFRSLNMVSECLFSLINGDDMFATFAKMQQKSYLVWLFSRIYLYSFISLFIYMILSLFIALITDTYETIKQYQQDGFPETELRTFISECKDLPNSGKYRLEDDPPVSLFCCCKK
#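 Test system: HEK293 cells stably carrying human TRPML3-YFP; Doses: single dose, 3 µM final nominal compound, 0.3% DMSO final; Schedule: dye loading 1 h 37 °C then 30 min ambient, 125 s read; Technique: Fluo-8 calcium fluorescence; Benchmarks: high control carbachol 87 µM, low control DMSO.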
# p47phox inh – blocks human p47phox regulatory protein of NADPH oxidases; hit rate 0.53% among 220,000; AID 1274; p47phox/p22phox peptide binding, fluorescence polarization, 2 h; inhibition, % at 24.7 µM; P14598;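 active = inhibition above about 30%, limit read from the data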;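 also: 0% = p47phox with labelled peptide and 100% = labelled peptide alone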
# EBV gp42 inh – inhibitors of Epstein-Barr virus glycoprotein 42. hit rate 0.42% among 220,000. Q1HVG2. Fluorescence polarization binding assay, mP read-out. inhibition, % (tested at 21.74 µM); in the data active = inhibition above about 50%
# TNF death inh – blocks TNF-alpha induced death of Jurkat FADD-/- cells | Jurkat FADD-/- TNF necroptosis rescue, ATP luminescence, 24 h; 0 = TNF only, 100 = no-TNF cells | activation (protection from cell death), % at 10 µM | hit rate 0.068% among 220,000 | AID 463075;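 active = activation, meaning protection from cell death, of at least 50% relative to plate controls; inactive = activation below 50%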;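 also: necroptosis triggered by 40 ng/mL TNF-alpha added together with compound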
# MDM2 E3 inh – Mdm2 E3 ligase (human) inhibition. Q00987. cell-based MDM2 ubiquitination luciferase reporter, 2 h; 0 = plate control, 100 = twice control, blank-subtracted. signal enhancement, % at 5 µM. hit rate 0.11% among 210,000;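 active = signal enhancement of 30% or more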;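 also: luminescence tracks abundance of the self-degrading MDM2-luciferase fusion protein; higher signal means inhibition of MDM2 E3 ligase activity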
# Target sequence (Q00987 whole entry, looked up, the tested form may be a part): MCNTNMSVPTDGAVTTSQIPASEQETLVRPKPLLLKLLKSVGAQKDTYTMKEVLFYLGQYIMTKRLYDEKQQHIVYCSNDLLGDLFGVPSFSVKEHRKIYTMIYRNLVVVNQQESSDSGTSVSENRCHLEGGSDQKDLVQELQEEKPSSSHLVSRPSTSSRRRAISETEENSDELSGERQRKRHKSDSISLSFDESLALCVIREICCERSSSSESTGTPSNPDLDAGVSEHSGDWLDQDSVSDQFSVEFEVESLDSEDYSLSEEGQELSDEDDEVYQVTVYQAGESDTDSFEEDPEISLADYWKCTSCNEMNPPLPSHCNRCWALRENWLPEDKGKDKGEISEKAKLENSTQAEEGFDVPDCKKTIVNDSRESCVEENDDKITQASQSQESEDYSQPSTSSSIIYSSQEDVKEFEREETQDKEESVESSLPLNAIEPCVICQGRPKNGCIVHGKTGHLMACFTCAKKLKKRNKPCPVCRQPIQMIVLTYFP
#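 test system = mammalian cells stably expressing self-ubiquitinating, self-degrading MDM2 E3–luciferase fusion | quantity = 2000 cells/well | incubation = cell settling 4 h, compound treatment 2 h, both 37 °C | signal = luminescence with SteadyLite reagent, 15 min at room temperature | evaluation = % enhancement relative to plate controls after blank subtraction | benchmarks = plate controls and plate blanks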
# Runt-SMMHC FRET – blocks binding of human RUNX1 Runt domain to CBFb-SMMHC | Cerulean-Runt/Venus-CBFb-SMMHC FRET ratio 530/480, 1 h | inhibition, % at 20 µM | hit rate 0.74% among 220,000 | AID 1434;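 active = mean inhibition across duplicate retests at 20 µM reaching about 50%, limit read from the data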;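 also: 0% = DMSO wells and 100% = wells with excess untagged CBFb-SMMHC; inhibitors lower the FRET ratio by blocking Runt binding to CBFb-SMMHC; some results filed as inactive read as strong as hits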
# PPC-1+TRAIL kill – PPC-1 cancer cell killing with TRAIL present | PPC-1 cells + TRAIL, ATPLite viability luminescence | hit rate 0.41% among 220,000 | AID 1443 | cell killing (% activity), % at 4 µM;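 active = cell killing above 50% in the first pass at 4 µM, then a duplicate retest at 5 µM averaging 50% or more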;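 also: plate controls were cells with TRAIL plus DMSO for no effect and medium-only wells lacking cells for full effect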
# zfTRPN1 agonist – activates the zebrafish TRPN1 channel | HEK293 zebrafish TRPN1-YFP, Fluo-8 calcium fluorescence; 100% = response to 87 µM carbachol | activation, % at 3 µM | hit rate 0.18% among 220,000;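 active = activation above its plate's cutoff, the mean activation of test wells on that plate plus 3 SD, cut at about 19% in these data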;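 also: 0% = DMSO alone and 100% = 87 µM carbachol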
#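 Control set: carbachol 87 µM as high control, DMSO as low control; system: HEK293 stable line with zebrafish TRPN1-YFP; read-out: % activation versus carbachol response; detection: intracellular calcium fluorescence with Fluo-8; doses: single test compound dose, 3 µM nominal, 0.3% DMSO; schedule: dye 1 h 37 °C plus 30 min RT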
# CHOP inhibitor – blocks CHOP induction under ER stress; CHO-K1 CHOP-promoter luciferase, tunicamycin-induced, 15-18 h; inhibition, % at 10 µM; hit rate 3.8% among 220,000; AID 2732;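 active = compounds that reduced the stress-induced luciferase reporter signal by more than about 70% of percent inhibition, limit read from the data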;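 also: 0% = tunicamycin plus vehicle and 100% = wells without tunicamycin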
# * = called active by the depositor; . = no result given.
SMILES,TRPML3 agonist,p47phox inh,EBV gp42 inh,TNF death inh,MDM2 E3 inh,Runt-SMMHC FRET,PPC-1+TRAIL kill,zfTRPN1 agonist,CHOP inhibitor
CCC(C)(C)NC(=O)C(c1cccn1C)N(C(=O)Cn1nnc2ccccc21)c1ccc(NC(C)=O)cc1 (centres undefined),0.6,-1,-17,1.0,-10,-1,-9,1.1,8
O=S(=O)(NCCO)c1cccc2cccnc12,1.0,-12,-4,0.3,-38,-2,15,-0.1,13
COC(=O)c1oc2ccccc2c1-n1cccc1,0.0,-4,3,-1.0,-5,0,-20,0.2,-13
Cc1nn(-c2ccccc2)c(C)c1C(=O)OCC(=O)N(C)C1CCS(=O)(=O)C1 (centres undefined),0.5,5,-17,-0.1,-4,-1,0,-1.1,-28
COc1cc(C2C(C#N)=C(C)NC3=C2C(=O)CC(C)(C)C3)ccc1OCCO (centres undefined),0.8,-3,-25,-0.6,-1,-1,11,0.3,3
CCOc1ncccc1C(=O)OCC(=O)Nc1c(C)cccc1C,1.0,3,-12,-0.5,2,-1,18,-0.1,21
COC(=O)C(NC(=O)C(C)NC(=O)OCc1ccccc1)C(C)C (centres undefined),0.5,-4,-17,4.4,-4,-4,4,1.7,7
CCCc1nc2ccccc2n1C(=S)SC,-0.5,.,0,-1.4,.,-2,8,-2.2,22
CN(CCO)CCOCCOc1cccc2ccccc12,1.2,-6,-8,3.9,-13,-3,0,0.7,9
C/C(=N\NC(=O)C(N)=O)c1cccc(C(F)(F)F)c1,0.7,0,-4,-0.3,0,3,25,0.4,17

# Part of the list above in order of count of non-hydrogen atoms, descending.
SMILES,TRPML3 agonist,p47phox inh,EBV gp42 inh,TNF death inh,MDM2 E3 inh,Runt-SMMHC FRET,PPC-1+TRAIL kill,zfTRPN1 agonist,CHOP inhibitor
CCOc1ncccc1C(=O)OCC(=O)Nc1c(C)cccc1C,1.0,3,-12,-0.5,2,-1,18,-0.1,21
C/C(=N\NC(=O)C(N)=O)c1cccc(C(F)(F)F)c1,0.7,0,-4,-0.3,0,3,25,0.4,17
COC(=O)c1oc2ccccc2c1-n1cccc1,0.0,-4,3,-1.0,-5,0,-20,0.2,-13
O=S(=O)(NCCO)c1cccc2cccnc12,1.0,-12,-4,0.3,-38,-2,15,-0.1,13

# (further entries)
SMILES,TRPML3 agonist,p47phox inh,EBV gp42 inh,TNF death inh,MDM2 E3 inh,Runt-SMMHC FRET,PPC-1+TRAIL kill,zfTRPN1 agonist,CHOP inhibitor
O=C(c1cccs1)N1CCN(Cc2cccnc2)CC1,.,8,-24,.,3,-1,2,.,10
COc1ccc(S(=O)(=O)N2CC=C(C(=O)Nc3ccc(NC(C)=O)cc3)CC2)cc1,0.6,-4,-6,2.0,-11,1,0,1.0,-3
C/C(=N\OCC(=O)Nc1ccccc1C(=O)O)c1cccs1,0.3,-2,-4,1.3,16,2,11,0.0,-11
CC(NC(=O)COC(=O)c1cc(NS(=O)(=O)c2ccc(Cl)c([N+](=O)[O-])c2)ccc1O)C1CC2CCC1C2 (centres undefined),0.3,-9,-2,0.9,7,-1,24,1.2,6
Cn1c2c(c(=O)[nH]c1=O)C(c1cccc(O)c1)C1=C(N2)c2ccccc2C1=O (centres undefined),1.0,-4,-3,-9.0,-12,-3,5,1.9,9
CN(CC(=O)Nc1ccc(S(N)(=O)=O)cc1)c1ccccc1,0.7,28,-12,-0.5,-9,-6,0,-0.3,8
O=C(Nc1cccc2nsnc12)c1ccc(-c2ccc(Br)cc2)o1,1.0,-53,-38,-2.2,-15,-12,7,0.6,8
Cc1ccc(-n2c3c(c(O)c(-c4ccccc4)c2=O)C(=O)CC(C)(C)C3)cc1,0.4,-16,-19,1.4,10,-4,20,1.5,3
COc1ccc(N(C(=O)CNC(=O)c2ccco2)C(C(=O)NC2CCCC2)c2ccncc2)cc1 (centres undefined),0.8,4,-3,-1.1,-8,3,19,0.6,39
NC(=O)COC(=O)c1cccc(S(=O)(=O)N2CCN(c3ccc(F)cc3)CC2)c1,1.2,-14,-8,1.1,-6,3,0,2.1,9

# The final three entries of the part before lead into the next.
SMILES,TRPML3 agonist,p47phox inh,EBV gp42 inh,TNF death inh,MDM2 E3 inh,Runt-SMMHC FRET,PPC-1+TRAIL kill,zfTRPN1 agonist,CHOP inhibitor
Cc1ccc(-n2c3c(c(O)c(-c4ccccc4)c2=O)C(=O)CC(C)(C)C3)cc1,0.4,-16,-19,1.4,10,-4,20,1.5,3
COc1ccc(N(C(=O)CNC(=O)c2ccco2)C(C(=O)NC2CCCC2)c2ccncc2)cc1 (centres undefined),0.8,4,-3,-1.1,-8,3,19,0.6,39
NC(=O)COC(=O)c1cccc(S(=O)(=O)N2CCN(c3ccc(F)cc3)CC2)c1,1.2,-14,-8,1.1,-6,3,0,2.1,9
CCc1nnc(NC(=O)Nc2ccc(OC)cc2)s1,0.1,-11,-6,-0.1,-9,0,6,0.8,30
CCOc1cc2[nH]c(=O)n(CCCN3CCN(c4ccc(OC)cc4)CC3)c(=O)c2cc1OCC,0.4,-5,0,1.3,-2,1,-3,-0.6,2
O=C(NCc1ccc2c(c1)OCO2)c1ccc(=O)[nH]c1,0.5,-8,-25,0.8,-7,4,4,-0.2,19
COc1ccccc1N1C(=O)C2CC=CC(C)C2C1=O (centres undefined),0.0,0,2,2.1,-20,-14,19,0.9,50
Cc1cc(C)nc(-n2nc(C)cc2NC(=O)CNCc2ccccc2)n1,0.1,-16,-16,1.2,-12,-2,22,0.5,10
CCNC(=O)Nc1ccccc1C(=O)OC,0.1,-1,1,-1.3,-6,-2,13,-0.6,8
Cc1ccc2nc(Cl)c(C3CC(c4cccs4)=NN3C(=O)CCC(=O)O)cc2c1 (centres undefined),0.0,-18,2,0.2,-11,1,18,-0.3,5
COc1ccc(Nc2nc(-c3ccccc3)c(C(=O)Nc3cccnc3)s2)cc1,0.2,-4,8,3.1,-57,-3,-7,-0.3,34
CCOC(=O)c1c(NC(=O)c2ccccc2Cl)sc2c1CCc1ccccc1-2,-0.1,-7,-7,2.7,-11,9,19,1.0,-33
CCCCOC(=O)n1c(=S)oc2cc(Cl)ccc21,-0.8,-19,-9,-0.8,-17,4,18,-0.3,31

# A second format for part of the listing above.
smiles	TRPML3 agonist	p47phox inh	EBV gp42 inh	TNF death inh	MDM2 E3 inh	Runt-SMMHC FRET	PPC-1+TRAIL kill	zfTRPN1 agonist	CHOP inhibitor
COc1ccc(Nc2nc(-c3ccccc3)c(C(=O)Nc3cccnc3)s2)cc1	0.2	-4	8	3.1	-57	-3	-7	-0.3	34
CCOC(=O)c1c(NC(=O)c2ccccc2Cl)sc2c1CCc1ccccc1-2	-0.1	-7	-7	2.7	-11	9	19	1.0	-33
CCCCOC(=O)n1c(=S)oc2cc(Cl)ccc21	-0.8	-19	-9	-0.8	-17	4	18	-0.3	31

# (list continues)
SMILES,TRPML3 agonist,p47phox inh,EBV gp42 inh,TNF death inh,MDM2 E3 inh,Runt-SMMHC FRET,PPC-1+TRAIL kill,zfTRPN1 agonist,CHOP inhibitor
CCN(C(=O)c1ccnc(C(C)(C)C)c1)c1ccccc1,-0.1,-45,-11,-0.5,-20,-2,7,0.0,10
Cc1c(C2N3CC4(C)CN2CC(C)(C3)C4=O)c2ccccc2n1C (centres undefined),0.7,-13,-8,0.2,-3,-5,9,4.0,49
COc1ccc(C)cc1NCC(=O)Nc1ccc(C(C)(C)C)cc1,-0.2,-6,-10,1.5,-11,3,2,0.4,70*
COc1ccc(-c2nc(CN3CCC(c4ccccc4)CC3)c(C)o2)cc1OC,-0.8,-14,-7,3.0,-3,0,-8,0.5,44
Fc1ccc(/C=N/Nc2nnnn2-c2ccccc2)cc1,0.1,8,0,0.5,1,2,6,-1.4,23
CCOC(=O)/C=c1\s/c(=C\c2ccc3c(c2)OCCO3)c(=O)n1CC(=O)NCC1CCCO1 (centres undefined),1.1,-48,-59,-3.0,-11,-126,9,0.4,86*
CN(CCOc1ccccc1)C(=O)c1ccc(OC2CCN(C(=O)C3CC3)CC2)cc1,4.9,-5,-8,-1.5,-3,3,-8,8.1,8
O=C(NC(=S)Nc1ccc(C(F)(F)F)cc1)c1csnn1,0.7,-6,-19,-0.5,-7,3,23,-0.9,25
CNC(=O)OCc1cccc(COC(=O)NC)n1,1.0,39*,-7,0.0,-3,0,1,-0.3,-7
NC(=O)C1CCN(C(=O)c2ccc(CS(=O)(=O)c3c(Cl)cccc3Cl)o2)CC1,0.3,-15,-7,-0.1,-8,3,-10,-0.4,9
CCOc1ccc(C2=NNC(c3cccs3)=Nc3ccc(OCC)cc32)cc1,-0.1,-2,19,2.2,-1,-3,22,-0.8,27
O=C(NCc1ccc(F)cc1)c1ccc(N2CCc3ccccc32)c([N+](=O)[O-])c1,0.5,3,-2,0.7,-9,-1,6,-1.2,57
Cc1ccc(NC(=O)N2CCCC2c2cccs2)cc1 (centres undefined),1.0,-11,-2,16,2,0,12,0.9,57
COc1cc(OC)cc(-c2nnc(SCC(=O)N(C(C)C)C(C)C)o2)c1,-0.2,-13,-19,0.8,-16,-3,34,-0.6,27
CCCOP(=O)(c1ccc(N(C)C)cc1)C(Nc1ccccc1)c1ccc(C)cc1 (centres undefined),-0.7,-7,-1,-1.8,-12,0,5,-2.9,-20
CCOC(=O)N1CCC(N2CCN(S(=O)(=O)c3ccc4ccccc4c3)CC2)CC1,0.9,0,-5,-2.3,-4,3,-6,-0.3,56
COC(=O)COc1ccccc1/C=C1/NC(=O)NC1=O,0.5,4,1,0.2,-2,4,2,0.2,6
COc1cc(CNC2CCCC2)c(Br)cc1OCc1ccccc1,1.4,-6,-4,4.6,7,1,23,1.8,28

# 2 entries picked at random from the list so far, as already listed:
SMILES,TRPML3 agonist,p47phox inh,EBV gp42 inh,TNF death inh,MDM2 E3 inh,Runt-SMMHC FRET,PPC-1+TRAIL kill,zfTRPN1 agonist,CHOP inhibitor
Cc1ccc2nc(Cl)c(C3CC(c4cccs4)=NN3C(=O)CCC(=O)O)cc2c1 (centres undefined),0.0,-18,2,0.2,-11,1,18,-0.3,5
CCc1nnc(NC(=O)Nc2ccc(OC)cc2)s1,0.1,-11,-6,-0.1,-9,0,6,0.8,30

# From PubChem BioAssay
